GPR7 antag = antagonists of human GPR7 (neuropeptides B/W receptor 1) | 290,000 tested, 1.1% active | inhibition, % at 4.4 µM | P48145 | GPR7-expressing cells, fluorescence antagonist assay; in the data active = inhibition above about 16%, passing the limit was not always enough;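 also: cells stimulated with the agonist NPW; 0% = agonist with vehicle and 100% = vehicle without agonist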
NALP1 yeast inh = NALP1 inhibition. inhibition, % at 10 µM. S. cerevisiae NALP1/ASC/caspase-1 growth, X-gal OD620, 72 h. 280,000 tested, 0.61% active. AID 2071; in the data active = inhibition mostly above about 24%, no sharp cut-off; inactive = mostly below about 32%; also: some compounds called inactive have numbers as strong as hits
V1aR counter = activates human V1a receptor in oxytocin agonist counter-screen | CHO-V1R cells, Fluo-8 calcium fluorescence, agonist mode; 0% DMSO, 100% 3 nM vasopressin | activation, % at 3 µM | 320,000 tested, 0.25% active | AID 2797;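 active = activation above the mean activation of all tested compounds plus 3 SD, per screening run, cut at about 20% in these data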;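 also: signal is peak over basal fluorescence ratio across a 100 second FLIPR read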
PHOSPHO1 inh = blocks human PHOSPHO1 phosphatase activity; Q8TCT1; recombinant PHOSPHO1, absorbance phosphatase assay; inhibition, % at 13.3 µM; 290,000 tested, 1.1% active; in the data active = inhibition above about 60%
Target sequence (Q8TCT1 whole entry, looked up): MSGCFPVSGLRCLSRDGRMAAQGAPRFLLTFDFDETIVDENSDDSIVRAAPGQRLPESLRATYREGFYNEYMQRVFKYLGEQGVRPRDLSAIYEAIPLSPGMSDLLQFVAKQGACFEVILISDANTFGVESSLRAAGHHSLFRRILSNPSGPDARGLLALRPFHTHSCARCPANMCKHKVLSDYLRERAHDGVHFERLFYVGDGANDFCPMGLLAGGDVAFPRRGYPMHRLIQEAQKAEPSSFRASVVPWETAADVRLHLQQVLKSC
MEKK3 PB1 HTS = raises or lowers MEK5 binding to the human MEKK3 PB1 domain; 290,000 tested, 1.4% active; bead-based flow cytometry, Alexa488-MEK5 binding to MEKK3; actives lie on both sides; 0 = blocked by unlabeled MEK5, 100 = vehicle; Q99759; binding response (% of control), % at 10 µM;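 active = binding response more than 3 SD above or below the average of its plate-row segment, actives on both sides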;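 also: Alexa488 bead fluorescence after subtracting the streptavidin-only scavenger bead signal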
OXTR agonist = human OXTR agonism | activation, % at 3 µM | AID 2435 | P30559 | CHO-OTR cells, Fluo-8 calcium fluorescence; normalized: DMSO 0%, oxytocin 100% | 320,000 tested, 0.32% active;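 active = activation above the mean of all tested compounds plus 3 SD, cutoff set per screening run, cut at about 20% in these data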;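 also: peak over basal fluorescence ratio from a 100 s FLIPR kinetic read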
Target sequence (P30559 whole entry, looked up): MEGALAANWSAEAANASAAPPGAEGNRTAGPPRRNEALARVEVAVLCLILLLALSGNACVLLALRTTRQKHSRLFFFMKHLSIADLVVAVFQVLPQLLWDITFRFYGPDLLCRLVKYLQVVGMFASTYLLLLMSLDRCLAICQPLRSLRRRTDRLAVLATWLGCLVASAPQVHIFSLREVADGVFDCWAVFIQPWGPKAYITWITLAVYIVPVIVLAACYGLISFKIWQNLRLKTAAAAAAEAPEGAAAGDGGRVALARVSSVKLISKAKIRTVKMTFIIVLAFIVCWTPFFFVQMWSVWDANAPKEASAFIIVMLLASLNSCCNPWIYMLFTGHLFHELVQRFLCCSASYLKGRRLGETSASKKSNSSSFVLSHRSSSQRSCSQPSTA
MEKK2wt PB1 HTS = raises or lowers MEK5 binding to wildtype human MEKK2 PB1 domain; bead flow cytometry, Alexa488-MEK5 binding to MEKK2 WT; actives lie on both sides; binding response (% of control), % at 10 µM; Q9Y2U5; 290,000 tested, 1.1% active; in the data active = binding response below about 67% or above about 130%
MEKK2mut PB1 HTS = signal of MEK5 binding to mutant human MEKK2 PB1 domain. bead flow cytometry, Alexa488-MEK5 binding to MEKK2 mutant. percent response, % at 10 µM. 290,000 tested, 0.35% active; in the data active = percent response above about 24%, passing the limit was not always enough; also: inactives centre near 1; some results filed as inactive read as strong as hits; reference of the scale not given here
GalR3 antag = human GalR3 antagonism; inhibition, % at 3 µM; HEK293 GalR3-CNG cAMP membrane potential fluorescence; galR3 body fused to GalR1 C-terminus; 360,000 tested, 0.44% active;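 active = inhibition above the screen-wide average plus 3 SD, cut at about 13% in these data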;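 also: forskolin and galanin both at EC90 stimulate the cells; cAMP rise reported by CNG channel membrane potential dye signal; 0% = forskolin plus galanin with DMSO and 100% = forskolin alone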
Target sequence (O60755 1-299 limits assumed): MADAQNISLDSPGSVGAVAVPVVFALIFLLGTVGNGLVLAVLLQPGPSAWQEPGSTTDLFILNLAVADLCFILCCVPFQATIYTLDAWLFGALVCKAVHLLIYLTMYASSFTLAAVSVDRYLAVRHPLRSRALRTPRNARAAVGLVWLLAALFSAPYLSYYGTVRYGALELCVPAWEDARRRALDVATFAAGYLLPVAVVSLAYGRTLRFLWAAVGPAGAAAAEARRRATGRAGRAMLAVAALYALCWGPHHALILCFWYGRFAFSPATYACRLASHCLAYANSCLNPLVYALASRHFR
An asterisk follows results filed as active; . = not tested or not shown.

SMILES	GPR7 antag	NALP1 yeast inh	V1aR counter	PHOSPHO1 inh	MEKK3 PB1 HTS	OXTR agonist	MEKK2wt PB1 HTS	MEKK2mut PB1 HTS	GalR3 antag
Cc1ccc(CSc2nnc(SCC(=O)N/N=C/C=C/c3ccco3)s2)cc1	-9	19	-0.2	11	106	-1.6	115	24	-1
O=C(NCc1ccco1)c1cc2n(n1)C(C(F)(F)F)CC(c1ccc(F)cc1)N2 (configuration not stated)	3	30	5.6	4	99	4.2	97	-6	-4
O=C(CCc1nnc2ccc(NCc3ccco3)nn12)Nc1ccc(F)cc1F	1	-20	0.3	38	100	0.1	106	3	7
COc1ccc(OCC(=O)N(C)Cc2ccccc2)cc1	2	7	0.7	-16	101	0.3	100	2	-5
Cc1cc(C)nc(OC(C(=O)O)C(OCCc2ccccc2)(c2ccc(F)cc2)c2ccc(F)cc2)n1 (configuration not stated)	-15	8	1.3	39	102	-2.2	103	2	-4
Cc1ccc(C(=O)Nc2ccc(F)cc2)o1	-6	19	-0.6	2	109	-1.2	108	0	-4
CN1CCN(CCC2Oc3cc([N+](=O)[O-])ccc3NC2=O)CC1 (configuration not stated)	-10	1	0.5	40	98	0.2	84	-6	-4
O=C(Nc1ccccc1)c1ccc(-c2ccc([N+](=O)[O-])cc2)o1	17	14	-0.2	0	96	-1.2	90	-7	-9
COc1ccc(-c2nc(CS(=O)(=O)CC(=O)Nc3cccc(C(C)=O)c3)c(C)o2)cc1	5	11	4.2	6	100	2.5	106	2	3
COc1cccc(NC(=O)NCCC2=CCCCC2)c1	-1	1	-0.2	28	103	-0.7	102	3	-8
CCN1CCN(C(=O)N2CCOCC2)CC1	-1	0	1.2	25	114	0.2	93	-6	-5
O=C(Cn1cnc2c(cnn2-c2ccc(Cl)cc2)c1=O)NC1CCCCC1	2	.	0.9	-2	113	0.9	104	7	9
O=C(NCCCN1CCCC1=O)C(=O)NCC1OCCCN1S(=O)(=O)c1cc(F)ccc1F (configuration not stated)	-28	18	0.2	32	104	0.0	112	9	-1
CCNc1nc(NCC)nc(NC(N)=S)n1	-12	6	0.3	-99	101	0.2	86	-13	1
CSc1ccccc1OCc1cc(C(=O)N2CCN3CCCC3C2)no1 (configuration not stated)	-3	22	0.6	-6	104	-0.2	102	-3	-8
O=C(NCc1ccco1)c1ccccc1NS(=O)(=O)c1ccc2c(c1)OCCO2	16	0	-0.3	2	96	-1.1	99	-5	-2
COc1cccc(C2CC(C(F)(F)F)n3nc(C(=O)Nc4c(C)n(C)n(-c5ccccc5)c4=O)cc3N2)c1 (configuration not stated)	0	7	-0.6	38	100	0.0	101	1	-1
COC(=O)c1ccncc1N	-7	-8	0.1	20	104	0.6	101	3	-7
CCN(CC)C(=O)Oc1ccc(Br)cc1C(=O)Nc1ccc(F)c(Cl)c1	-3	18	1.2	-6	96	-2.7	92	-9	0
COc1ccc(C(=O)c2ccc(CC(=O)O)s2)cc1	-5	14	-0.4	12	98	-0.4	99	-2	-1
CSc1cccc(NC(=O)CN2C(=O)COc3ccc(S(=O)(=O)N4CCOCC4)cc32)c1	11	14	1.4	1	99	-0.7	96	-9	-9
CC(=O)Nc1ccc(SCC(=O)N(CCC#N)c2ccc(C)cc2)cc1	4	-18	0.1	31	105	1.8	105	5	2
COc1cc(OC)c(C2C(C(=O)O)c3ccccc3C(=O)N2C)cc1OC (configuration not stated)	-7	2	0.7	16	105	0.4	108	5	0
Cn1c(C(=O)N[C@@H](Cc2ccccc2)C(=O)O)cc2cc(F)ccc21	6	14	0.3	14	103	0.4	104	4	-7
CCCCCC1CC(COc2ccccc2)OC1=O (configuration not stated)	-5	24	8.0	24	112	-2.2	111	11	-10
SMILES	GPR7 antag	NALP1 yeast inh	V1aR counter	PHOSPHO1 inh	MEKK3 PB1 HTS	OXTR agonist	MEKK2wt PB1 HTS	MEKK2mut PB1 HTS	GalR3 antag
COc1ccc2[nH]c(=S)[nH]c2c1	-6	-7	0.2	92*	95	-0.7	97	-3	1
Cc1ccc(NC(=O)CSc2nnnn2-c2ccc3c(c2)OCO3)cc1C	-8	28	0.7	-2	80	0.1	99	3	6
O=C(Nc1ccc(F)cc1)C1CCN(S(=O)(=O)c2cccs2)CC1	18	-28	5.1	21	102	3.7	90	-7	-1
CCN(CC)S(=O)(=O)c1cc(C(=O)Nc2cccnc2Cl)ccc1Cl	-2	23	0.4	40	112	-0.8	104	-1	-4
CC(NS(=O)(=O)c1ccc(Br)cc1)c1ccccc1 (configuration not stated)	1	.	-0.5	.	101	-2.2	106	4	-3
Cc1cc(/C=C2/NC(=O)NC2=O)c(C)n1-c1cccnc1	-11	32	0.5	-7	100	0.4	101	-1	-5
COc1ccc(C2c3ccc(O)cc3Oc3ncn4nc(-c5ccncc5)nc4c32)cc1OC (configuration not stated)	-5	10	0.8	21	98	1.8	99	-5	2
O=C(CSc1n[nH]c(-c2ccccc2)n1)N1CCCC1	-2	11	0.8	10	98	-0.2	95	0	-10
COc1cc(S(=O)(=O)N2CCCCC2)ccc1NC(=O)c1ccc(F)cc1	9	18	-0.5	-22	100	0.1	99	-2	-4
O=C(Nc1ccccc1-c1ccccc1)C(c1ccccc1)c1ccccc1	-5	4	-1.1	-4	103	-1.9	98	-2	-7
Cc1c(C(=O)N2CCN(c3cccc(Cl)c3)CC2)cccc1[N+](=O)[O-]	13	0	4.4	28	92	2.7	89	-10	-1
CCOC(=O)N1CCN(C(=O)CSc2ccc(Cl)cc2)CC1	-5	14	-0.1	20	103	-1.0	109	13	-3
COc1ccc(OC)c(NC(=O)Cc2nn(C)c(=O)c3ccccc23)c1	7	8	7.2	-6	84	20*	94	-7	-2
Cc1c(C#N)c(=O)c(-[n+]2ccccc2)c([S-])n1-c1ccc(Cl)cc1	-9	.	0.2	-26	98	0.1	99	-2	-2
Cc1oc(-c2cccc3ccccc23)nc1CN1CCN(c2ncnc3ccccc23)CC1	0	18	3.9	50	97	1.7	109	1	-10
O=C(c1cccs1)N(C(=O)c1cccs1)c1ccccn1	-6	-18	0.2	-11	94	0.4	96	0	2
O=C(NCc1ccccn1)c1ccc(Cl)cc1Cl	-6	15	-0.2	10	103	0.4	107	4	-5
CCO[C@H]1OC(C(=O)NC2CC2)=C[C@@H](c2ccc3c(c2)OCO3)[C@@H]1CCCO	-12	1	0.5	36	110	-1.2	102	3	-3
Oc1c(Cl)cc(Cl)cc1/C=N/c1ncn[nH]1	3	15	1.1	20	103	0.7	100	3	-11
O=C(CCc1nnc(CCC2CCCCC2)o1)NCc1ccon1	-16	6	-0.3	24	100	-0.3	96	-3	-7
CCc1nnc(NS(=O)(=O)c2ccc(NC(=S)NC(=O)/C=C/c3ccc([N+](=O)[O-])cc3)cc2)s1	-13	.	0.5	27	108	1.4	104	4	-6
CSc1nc(Cl)cc(N2CCOCC2)n1	-4	15	-1.1	8	100	-1.4	102	-2	-3
COC(=O)CCCNC(=O)c1ccc2nc(Cc3ccc(OC)cc3)oc2c1	-9	16	0.5	14	100	1.6	104	2	-11
O=C(NNC(=O)c1ccccc1OCc1ccccc1)c1ccccc1F	-7	24	1.0	.	104	-2.5	99	14	-11
CCCCn1nnnc1SCC(=O)NCc1ccco1	-10	9	-0.7	-12	.	0.3	.	.	-3
SMILES	GPR7 antag	NALP1 yeast inh	V1aR counter	PHOSPHO1 inh	MEKK3 PB1 HTS	OXTR agonist	MEKK2wt PB1 HTS	MEKK2mut PB1 HTS	GalR3 antag
O=C(NCC1CCCO1)C(c1cccs1)N(Cc1ccccc1)C(=O)c1ccc(-c2ccccc2)[nH]1 (configuration not stated)	-8	17	0.6	-6	106	0.6	102	-1	-6
Cc1nnc(SCc2nnc(-c3ccc(Cl)cc3)o2)n1-c1ccccc1	.	6	3.4	23	93	1.5	94	-1	2
COc1ccc(OC)c(C2=Nn3c(nnc3-c3ccco3)SC2)c1	-2	-6	-0.6	15	96	-1.8	85	-5	-2
CC(C)(C)NC(=S)NNC(=O)c1ccncc1	-6	18	1.0	-13	96	0.7	95	-3	12
FC(F)(F)c1ccc(N2CCN(Cc3ccc4c(c3)OCO4)CC2)nc1	-2	39	2.2	-11	107	-2.0	106	6	-9
CCC(=O)N1CCN(c2ccc(Cl)cc2NC(=S)NC(=O)c2ccco2)CC1	-16	7	0.7	25	99	-0.1	101	-1	-2
CCOC(=O)CSc1nnc(-c2ccccc2)o1	8	4	0.4	-6	113	0.1	107	-5	-2
CCCn1c(SCC(N)=O)nc2c(c1=O)C1(CCCC1)Cc1ccccc1-2	-5	-8	-1.0	24	.	-1.4	.	.	-4
COc1ccccc1N1CCN(S(=O)(=O)c2ccccc2)CC1	-14	21	0.2	-14	94	-1.3	96	-4	-7
COc1ccc(/C=C2\SC(=S)N(CCCC(=O)Nc3cc(C)on3)C2=O)cc1OC	-4	6	0.2	8	99	0.5	88	-8	-8
CN(C)CCCOC(=O)c1ccccc1	-4	23	0.4	11	100	-0.1	99	0	-4
CN(C(=O)c1ccccn1)c1nnc(-c2ccccn2)s1	-4	-11	-0.1	21	103	0.0	104	0	-5
Cc1ccc(-c2nnc(SCC(=O)Nc3nccs3)n2N)cc1	-11	13	-1.4	-21	87	-2.2	88	3	-3
O=C(c1cc(COc2c(F)cccc2F)on1)N1CCN(C2CCCCC2)CC1	-14	19	3.3	-33	102	4.2	102	2	2
Cc1ccc(CNC(=O)c2cc3c(-c4ccc(Cl)cc4)nn(C)c3s2)o1	-7	4	2.0	3	119	0.1	127	7	-4
CCOC(=O)c1cc(NC(=O)N(CC)CC)c(C)nc1C	-2	37*	1.0	9	78	1.2	86	-7	-8
CCc1ccc(CCC(=O)Nc2nnc(C)s2)o1	-2	10	-0.6	9	101	-0.8	100	0	-1
COCCCNC(=S)NNC(=O)c1ccccn1	-6	-34	1.3	8	82	0.0	73	-16	-8
Cc1cc(C)n(CCN(C)C(=O)C2CCC(=O)N(CCN3CCOCC3)C2)n1 (configuration not stated)	-11	6	0.1	18	103	0.3	108	6	0
O=C(NCCc1ccccc1)C1CCCN(c2ncnc3c2nc2n3CCCCC2)C1 (configuration not stated)	-16	5	2.5	56	108	0.7	106	5	-6
O=C(NCc1cccc(Br)c1)C1CC2Cn3c(nc4ccccc43)C2N1c1ccccc1 (configuration not stated)	.	.	0.3	.	103	-1.0	102	0	-4
CCCc1cc(C(=O)Nc2cnn(Cc3ccc(F)cc3)c2)no1	-11	.	-1.0	12	104	-1.5	101	-1	-9
COC(=O)c1ccccc1NC(=O)c1sc(N)nc1C	1	38	1.1	-8	107	-1.5	112	3	3
Cc1cc(S(=O)(=O)N2CCCC(C(=O)Nc3ccc(C(=O)O)cc3)C2)ccc1Cl (configuration not stated)	-1	1	-0.1	19	88	-0.2	90	-6	-6
O=C(CC(c1ccccc1)c1ccccc1O)N1CCCCC1 (configuration not stated)	3	12	-1.0	.	101	-1.2	97	-2	-5
CN(C)CCCNC(=O)c1cc(Br)ccc1Cl	-5	10	0.4	11	94	0.8	95	-6	-4

Exported with each value named: three of the compounds above
> CC(C)(C)NC(=S)NNC(=O)c1ccncc1
  GPR7 antag: -6 | NALP1 yeast inh: 18 | V1aR counter: 1.0 | PHOSPHO1 inh: -13 | MEKK3 PB1 HTS: 96 | OXTR agonist: 0.7 | MEKK2wt PB1 HTS: 95 | MEKK2mut PB1 HTS: -3 | GalR3 antag: 12
> FC(F)(F)c1ccc(N2CCN(Cc3ccc4c(c3)OCO4)CC2)nc1
  GPR7 antag: -2 | NALP1 yeast inh: 39 | V1aR counter: 2.2 | PHOSPHO1 inh: -11 | MEKK3 PB1 HTS: 107 | OXTR agonist: -2.0 | MEKK2wt PB1 HTS: 106 | MEKK2mut PB1 HTS: 6 | GalR3 antag: -9
> CCC(=O)N1CCN(c2ccc(Cl)cc2NC(=S)NC(=O)c2ccco2)CC1
  GPR7 antag: -16 | NALP1 yeast inh: 7 | V1aR counter: 0.7 | PHOSPHO1 inh: 25 | MEKK3 PB1 HTS: 99 | OXTR agonist: -0.1 | MEKK2wt PB1 HTS: 101 | MEKK2mut PB1 HTS: -1 | GalR3 antag: -2

High-throughput results deposited in PubChem BioAssay by several laboratories.
